# TAG inh: inhibitors of triacylglycerol accumulation; 230,000 compounds, 0.66% hits; inhibition, % at 12.5 µM; H9c2 cells, Nile Red lipid (TAG) fluorescence; cells loaded with 200 µM oleic acid;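 active = pattern-corrected inhibition of lipid staining of at least 50% with the nuclear-stain viability signal not falling by more than 50%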;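 note: 0% = DMSO wells and 100% = triacsin C control wells; some results filed as inactive read as strong as hits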
# TAG inh DAPI viability: also measured in TAG inh; calls as there; DAPI nuclei signal change (viability), lower = more cytotoxic, %;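 whole-well DAPI fluorescence read on a plate reader as a viability signal; minus 50 percent equals half of cells still viable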
# An asterisk follows results filed as active.
structure,TAG inh,TAG inh DAPI viability
COC(=O)C1=C(C(=O)c2ccccc2)C(c2ccc(OC)c(OC)c2)Nc2nnnn21 (stereo not given),-0.5,-9.6
C/C=C(\C)C(=O)NCCN1C2=NC[C@@H](C)N2C[C@@H]1Cc1ccc(OC)cc1,12.6,0.1
CCN(CC)S(=O)(=O)c1cc(NC(=O)C2=COCCO2)ccc1Cl,-2.2,-6.3
Cc1cccc(N2Cc3ccc(Br)cc3C2)c1,-2.1,8.5
COc1cc(OC)cc(C(=O)NCC(=O)OCC(=O)Nc2ccc(C)c(S(=O)(=O)N3CCOCC3)c2)c1,1.9,6.1
Clc1cccc(Cl)c1Cn1nnc(N2CCCC2)n1,-3.0,-5.2
CSc1ccc2[nH]c(=O)cc(C)c2c1,3.3,4.6
O=C(COc1ccc2ccccc2c1Br)N1CCCCC1,-13.9,-2.3
COCC(C)n1c(SCc2nc(N)nc(Nc3ccccc3C)n2)nc2ccccc2c1=O (stereo not given),1.1,-12.1
Nc1ccc(C(=O)Nc2ccc3nc(-c4ccncc4)[nH]c3c2)cc1,7.1,2.1
CCN(CC)S(=O)(=O)c1ccc(N2CCCC2)c(NC(=O)Cc2c(F)cccc2Cl)c1,-4.8,-6.1
O=C1NC(=S)SC1=Cc1cc(Br)ccc1O,-4.9,4.6
O=C(NC1CCCc2ccccc21)C1CCN(S(=O)(=O)c2cccc3nonc23)CC1 (stereo not given),-11.4,4.1
CCOC(=O)CN1C(=O)N[C@@H](c2cccc(C(F)(F)F)c2)[C@H](C(C)=O)[C@H]1C,-5.9,-8.0
COc1cccc(-c2ccc3ncnc(NCc4cc(C)cs4)c3c2)c1,4.5,0.5
CCN(CC)C(=O)CSc1nc2c(c(-c3cccnc3)c1C#N)CCCC2,23.6,-5.3
CNC1(c2nnnn2-c2c(C)cccc2C)CCOC(C)(C)C1 (stereo not given),2.2,-1.0
CC1CC(=O)Nc2ccccc2N1C(=O)CSc1nnnn1C(C)C (stereo not given),-4.1,-9.1
COc1ccc(NC(=O)NCc2ccco2)c(OC)c1,-17.1,9.1
CSc1ccccc1NC(=S)NCc1ccc(Cl)cc1,-34.4,8.4
CCn1nnnc1NC(=O)c1cc(Cl)c(OC)c(Cl)c1,-11.1,11.1
CCNC(=O)NC(=O)C(C)Oc1ccc(Br)cc1Br (stereo not given),-13.1,-1.8
COC(=O)c1cc(Br)c(=O)n(CCN2CCCCC2)c1,4.9,-2.2
COc1ccc(Cl)cc1NS(=O)(=O)c1cccc(C(=O)NC2CCC(O)CC2)c1 (stereo not given),-5.8,3.1
Fc1ccc(-n2nnc(-c3ccccc3)n2)cc1,-4.2,-2.8
CCOC(=O)N1CCN(CC(O)COCc2ccccc2)CC1 (stereo not given),-3.4,8.1
CC[C@@]1(C(=O)OC)N[C@H](CN(C)S(=O)(=O)c2ccc(OC)cc2)[C@@H]2C(=O)N(C)C(=O)[C@@H]21,0.3,-4.8
CC(C)CC(=O)Nc1nnc(SCC(=O)NC2CCCC2)s1,8.3,-17.2
Cc1cnc(C(=O)Nc2ccccc2F)cn1,6.4,-0.8
COc1ccc(CCNC(=O)c2c(C)nn(CC(C)C)c2Cl)cc1OC,10.9,-1.6
Cc1cc(C(=O)CCC(=O)Nc2ncccc2O)c(C)s1,-4.7,3.7
CCc1ccccc1NC(=O)CN(C)C(=O)COC(=O)c1c(Cl)cccc1Cl,25.1,3.3
COc1ccc(CCCc2nnc(SCC(=O)Nc3nccs3)n2C)cc1C,36.0,-11.1
COc1ccc(C(=O)NCC2CCCCC2)cc1S(=O)(=O)N1CCOCC1,17.1,1.6
Clc1ccccc1CN(Cc1ccccc1)C(c1cccs1)c1nnnn1C1CCCC1 (stereo not given),-0.2,0.6
CCOC(=O)N1CCC(N2Cc3cccc(C(=O)Nc4cc(F)ccc4F)c3C2=O)CC1,16.3,-5.8
Cn1ncc([N+](=O)[O-])c1C(=O)Nc1ccccc1C(=O)O,8.0,-1.5
Nc1ccc(Oc2ccccc2F)nc1,-5.5,-0.5
CSc1ccccc1NC(=O)C1(C)CCN1C(=O)CCC1CCCC1 (stereo not given),-20.4,0.6
COc1cccc(C(C(=O)NC2CCCCC2)N(CC2CCCO2)C(=O)CNC(=O)c2ccco2)c1 (stereo not given),3.7,-8.6

# The last 4 compounds of the part before are carried over, then new ones follow:
structure,TAG inh,TAG inh DAPI viability
Cn1ncc([N+](=O)[O-])c1C(=O)Nc1ccccc1C(=O)O,8.0,-1.5
Nc1ccc(Oc2ccccc2F)nc1,-5.5,-0.5
CSc1ccccc1NC(=O)C1(C)CCN1C(=O)CCC1CCCC1 (stereo not given),-20.4,0.6
COc1cccc(C(C(=O)NC2CCCCC2)N(CC2CCCO2)C(=O)CNC(=O)c2ccco2)c1 (stereo not given),3.7,-8.6
CC(C)Cc1ccc(C(C)C(=O)Nc2ccc(O)cc2)cc1 (stereo not given),-15.3,11.4
CC(C)Nc1nc(NC(C)C)nc(N(C)N)n1,-28.1,17.4
CCCCCN(C(=O)CCC(=O)OCC(=O)N1CCCCC1)c1c(N)n(CCCC)c(=O)[nH]c1=O,-12.8,9.6
O=C(Nc1ccccc1Cl)N1CCN(C/C=C/c2ccccc2)CC1,10.9,-6.5
Cc1ccc2c(c1)C1(OCCCO1)C(=O)N2CC(=O)NN,-4.7,-0.3
COc1ccc(CNC(=O)c2c(C)nc3ccccn23)cc1,-8.5,-0.8
O=C(Nc1ccc(F)c(Cl)c1)C1Cc2c(-c3ccc(Cl)cc3)ccnc2O1 (stereo not given),-22.4,20.1
COC(=O)c1ccccc1NC(=O)C1CCN(C(=O)c2ccc(OC)cc2)CC1,-3.3,2.7
O=S(=O)(c1ccccc1)N1CCN(c2ncnc3sc(-c4ccccc4)cc23)CC1,-13.8,15.4
Cc1ccc2nc(CNC(=O)C3CCC(=O)N(Cc4ccccc4F)C3)cn2c1 (stereo not given),-16.5,-1.0
O=c1c(C(c2ccc(F)cc2)c2c(O)nc3n(c2=O)CCS3)c(O)nc2n1CCS2,1.7,4.1
C[C@@H]1C(c2ccccc2)=NN(c2ccccc2)[C@H]1C(=O)N1CCOC1=O,2.1,4.1
COc1ccc(COc2ccc3c(C)cc(=O)oc3c2)cc1,-1.7,8.0
O=C(NCc1cccs1)C1CCN(S(=O)(=O)c2ccc(Br)s2)CC1,-22.8,13.5
Cc1cc(NC(=O)CN2CCN(C)CC2)no1,9.6,-3.0
Cc1cccc(C(=O)Nc2sc(C)c(-c3ccccc3)c2C#N)c1,5.6,-1.7
COc1cc(CC(=O)OCn2nnc3ccccc3c2=O)cc(OC)c1OC,-3.4,-4.6
COc1ccc(NC(=O)c2cccnc2SC)cc1OC,4.9,-5.4
Cc1ccc(S(=O)(=O)N(C)C)cc1NC(=O)c1cccnc1Oc1ccccc1,-4.5,-2.6
Cc1ccc(OCc2n[nH]c(=S)n2-c2ccc(C)cc2)cc1,-4.8,-3.7
O=C(O)c1ccccc1C1Nc2ccccc2C(=O)N1CCCN1CCOCC1 (stereo not given),3.0,-6.2
CC(CNS(=O)(=O)c1ccccc1)(c1ccccc1)N1CCCCC1 (stereo not given),-21.2,5.6
Cc1ccc([C@H]2C[C@H](n3cc(C4CC4)nn3)[C@@H](O)CN2C(=O)C2CCCCC2)cc1,-8.0,3.2
NC(=O)C1CCN(C2CC(=O)N(Cc3ccc(N4CCCC4=O)cc3)C2=O)CC1 (stereo not given),-2.3,0.1
Cc1cccc(NC(=O)C2=C(O)c3ccccc3N(C)S2(=O)=O)c1,-1.4,12.4
CCC(=O)c1ccc(OCC(=O)NCC2(N3CCCCC3)CCCCC2)cc1,9.3,-8.0
CCOC(=O)c1c(NC(=S)NC(=O)c2ccco2)sc2c1CCCC2,-38.8,20.4
Cc1c(NC(=O)CN2C(=O)c3ccccc3S2(=O)=O)c(=O)n(-c2ccccc2)n1C,-5.1,-2.6
COc1ccc(NC(=O)C2CC(=O)N/C(=N/N=C/c3ccccc3)S2)cc1 (stereo not given),10.4,-9.6
Cc1ccc(N(CC(=O)Nc2ccc(C)cn2)S(=O)(=O)c2c(C)nn(C)c2C)cc1,15.4,-10.4
CCN1C(Nc2ccccc2)=NC[C@@H]1C,-3.0,9.0
Cc1cccc(N(CC(=O)Nc2ccccc2F)S(C)(=O)=O)c1,6.7,-7.4
NC(=O)NCCN1CCN(c2ncc(C(F)(F)F)cc2Cl)CC1,4.5,19.9
CC(c1cccs1)N(Cc1ccco1)C(=S)Nc1ccccc1Cl (stereo not given),-15.6,12.6
Cc1ncc(CO)c(/C=N/NC(=O)c2ccccc2Br)c1O,12.0,3.2
C=CCNC(=O)/C(=C\c1ccco1)NC(=O)c1ccco1,0.5,6.0
COc1ccc(-n2nc3c(c2NC(=O)COc2ccccc2)CS(=O)C3)cc1 (stereo not given),-1.7,-2.1
Cn1cccc1C(=O)NC(=O)COC(=O)c1ccc(S(C)(=O)=O)c([N+](=O)[O-])c1,-6.1,5.3
CC1CCN(CC(O)COc2ccc(OCC(O)CN3CCC(C)CC3)cc2)CC1 (stereo not given),9.2,9.3
COc1ccc(CCNC(=O)c2c(O)c3c([nH]c2=O)CCCC3)cc1OC,-8.9,2.0
COc1ccc(-n2c(SCC(=O)O)nc3sc4c(c3c2=O)CCC4)cc1,-3.7,4.5
O=C(NNc1c(F)c(F)cc(F)c1F)c1cc2ccccc2oc1=O,9.5,3.0
Cc1oc(-c2cccc(Cl)c2)nc1CS(=O)(=O)CC(=O)NCCCN1CCOCC1,10.2,-10.4
COc1ccc(CCNC(=O)COC(=O)c2cccn2C)cc1,-3.8,-5.6
CCN(CC)C(C)C(=O)NCC1(c2ccccc2)CCOCC1 (stereo not given),7.0,-11.3
CC(=O)NC1CC2CCCC(C1)N2S(=O)(=O)c1cccc(F)c1 (stereo not given),8.9,1.0
Cc1cc(C)c2ccc(C(=O)O)nc2c1O,-13.5,3.6
O=C(CCN1C(=O)C2CC=C(Cl)CC2C1=O)Nc1ccccc1O (stereo not given),0.6,3.7
COc1cccc(Nc2nc3ccc(C(=O)c4ccccc4)cc3n3cnnc23)c1,19.9,3.7
CC1CCC2(CC1)NC(=O)N(Cc1nnc(-c3cccs3)o1)C2=O (stereo not given),10.9,3.2
COc1ccc(C(=O)NNC(=O)C2CCN(S(=O)(=O)c3ccc(C)cc3)CC2)cc1,3.2,1.1
CCN1C(=O)CC(SC2CC(=O)N(CC)C2=O)C1=O (stereo not given),-2.8,7.6
Cc1cc(C)cc(NC(=O)CCC(=O)Nc2nnc(C(F)(F)F)s2)c1,8.3,-2.9
CCn1c(COC(=O)CNC(=O)c2ccccc2)nc2cc(S(=O)(=O)N(C)C)ccc21,5.5,7.2
O=S1OCCN1c1ccccc1 (stereo not given),1.2,-8.3
O=C(COC(=O)c1cc(S(=O)(=O)N2CCOCC2)ccc1O)NCCc1ccccc1,-1.5,-15.1

# More results.
structure,TAG inh,TAG inh DAPI viability
CCOC(=O)C1=CN(Cc2cccc(F)c2)S(=O)(=O)NC1CCc1ccccc1 (stereo not given),9.4,2.4
Cc1cc(CSc2ccc(Cl)cc2)ccc1N,27.9,-10.6
COc1cccc(C(C)(O)c2nc(-c3ccc4c(c3)OCO4)cs2)c1 (stereo not given),-10.6,5.9
CCN1C(=O)[C@H]2[C@@H](c3ccc(-c4ccccc4)cc3)N[C@@](CC(C)C)(C(=O)OC)[C@H]2C1=O,38.9,6.1
CCN(CC)S(=O)(=O)c1ccc2[nH]c(=O)cc(C(=O)Nc3ccccc3N3CCCC3)c2c1,14.9,-13.6
CCc1nc2ccc(C(=O)NCCCN(C)C)cn2c1N(C)Cc1ccc(OC)cc1,14.1,2.2
CN1C(=O)C(O)(c2sc(N)nc2-c2ccccc2)c2ccccc21 (stereo not given),-3.2,-5.9
O=C(c1cnccn1)N1CCc2ccccc2C1,-4.7,6.3
Cc1ccc(NC(=S)N(Cc2cccc(Br)c2)CC2CCC(C(=O)O)CC2)cc1 (stereo not given),-0.4,8.4
Nc1cc(C(=O)OCC(=O)NCc2ccc(F)cc2)ccc1Cl,-0.5,0.6
Cc1cc(C)c(NC(=O)CNC(=O)COC(=O)/C=C/c2cccs2)c(C)c1,-8.7,7.9
C#CCOCCOCCOCCNc1nc(N2CCN(C(=O)C([C@@H](C)O)n3cc([C@@H](N)CCCCN)nn3)CC2)nc(N2CCN(C(=O)[C@H](CC(N)=O)n3cc(C(N)[C@@H](C)CC)nn3)CC2)n1 (stereo not given in full),1.8,-0.3
COc1ccc(C(O)c2nc(-c3cccc(O)c3)cs2)cc1 (stereo not given),-59.0,3.9
O=C(CCOc1ccccc1)Nc1nnc(-c2ccc3c(c2)OCCO3)o1,-1.7,7.0
CC(=O)N(Cc1ccco1)C1(C(=O)NC2CCCCC2)CCCCC1,-9.0,-15.5
CC(=O)N1CCN(c2ccccc2NC(=O)c2ccc(-c3cccc([N+](=O)[O-])c3)o2)CC1,17.7,-6.4
Cn1ncc(N)c1C(=O)Nc1cccc(C(F)(F)F)c1,-10.5,17.0
CCc1ccc(NC(=O)c2ccc3c(=O)n4c(nc3c2)CCCCC4)cc1,11.9,5.8
CCn1c2ccccc2c2nc3ccccc3nc21,3.2,7.9
Cc1ccccc1NC(=O)CCC(=O)OCC(=O)c1ccc(-c2ccccc2)cc1,-0.4,6.0
Cc1ccccc1C(=O)NC(CC(C)C)C(=O)OCC(=O)c1c(N)n(C)c(=O)n(C)c1=O (stereo not given),-3.9,1.7
CCOC(=O)N1CCN(C(=S)Nc2ccccc2C(C)C)CC1,-7.7,-12.6
COC(=O)CSc1nnc(-c2ccoc2C)n1-c1ccc(OC)cc1,5.4,6.3

# High-throughput results as filed in PubChem.

# Some of the compounds tested; the hit share may differ from the screen's.
